Compound activity (PubChem)
HTRA1 inh: HTRA1 (human) protease inhibition; recombinant HTRA1, FP-rhodamine activity-based probe, fluorescence polarization; AID 504803; hit rate 0.5% among 340,000; inhibition, % at 5.96 µM; Q92743; in the data active means inhibition above about 36%;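 further: 0% = enzyme with DMSO and 100% = wells lacking enzyme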
Target sequence (Q92743 whole entry, looked up): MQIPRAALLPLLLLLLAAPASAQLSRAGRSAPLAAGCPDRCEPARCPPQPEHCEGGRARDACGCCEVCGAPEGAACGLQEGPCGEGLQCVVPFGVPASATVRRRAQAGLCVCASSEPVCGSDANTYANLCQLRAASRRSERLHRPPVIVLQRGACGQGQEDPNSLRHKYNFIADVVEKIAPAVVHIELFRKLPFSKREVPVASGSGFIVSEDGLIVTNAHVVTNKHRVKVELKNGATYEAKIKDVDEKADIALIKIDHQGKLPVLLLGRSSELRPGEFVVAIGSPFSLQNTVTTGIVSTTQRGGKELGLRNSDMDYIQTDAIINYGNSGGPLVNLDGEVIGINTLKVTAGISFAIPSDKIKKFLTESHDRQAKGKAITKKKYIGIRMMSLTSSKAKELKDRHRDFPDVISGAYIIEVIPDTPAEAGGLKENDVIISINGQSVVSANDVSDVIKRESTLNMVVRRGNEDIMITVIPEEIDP
The depositor's hits bear a star. Not all compounds are listed; the hit share may differ from the screen's.

| SMILES | HTRA1 inh |
| --- | --- |
| Cc1ccc(S(=O)(=O)Cc2cc(F)c([N+](=O)[O-])cc2[N+](=O)[O-])cc1 | -6 |
| Cc1[nH]n(-c2ccccc2)c(=O)c1N=Nc1c(Cl)cccc1Cl | 6 |
| C(=N\N=C\c1cccnc1)/c1cccnc1 | -1 |
| NCCCC[C@@H]1NC(=O)c2cc([N+](=O)[O-])cc(I)c2SC[C@@H](C(=O)NCC(N)=O)NC(=O)CNC1=O | -6 |
| CCOC(=O)c1cccc(C2=CC(=O)C[C@H](c3ccc(OC)cc3)C2)c1 | -46 |
| CCOc1ccccc1N1CCN(C(=O)c2cc(-c3cccnc3)nc3c(Cl)cccc23)CC1 | -2 |
| Nc1ccc(-c2cnc(N)c(C(=O)c3cccnc3)n2)cn1 | 12 |
| O=C(CN1CCN(Cc2ccccc2Cl)CC1)N/N=C/C=C\c1ccccc1[N+](=O)[O-] | -9 |
| CCCCCc1ccc(OCCOCCn2c[n+](C)c3ccccc32)c(CCCCC)c1 | 17 |
| CN1CCN(C(=O)c2ccc(OCCOc3ccccc3)cc2)CC1 | -4 |
| NCCCC[C@@H]1NC(=O)c2cc([N+](=O)[O-])cc(I)c2SC[C@@H](C(N)=O)NC(=O)[C@H](Cc2ccc(O)cc2)NC1=O | -2 |
| Cc1csc2nc(CSc3ccc(Cl)cc3)cn12 | -12 |
| Cc1cccn2c(=O)c(C=Nc3ccccc3)c(NCc3ccco3)nc12 | 1 |
| O=C(NCc1ccc(Cl)cc1)C1CCC(CNS(=O)(=O)c2ccccc2)CC1 (configuration not stated) | -9 |
| Cc1ccc(C(=O)CN2/C(=C(\O)c3ccccc3)C(=O)c3ccccc3S2(=O)=O)c(C)c1 | -2 |
| COc1ccc(C2CC(c3ccc(Br)cc3)=NN2C(=O)CSC2=NN3CCCC(=O)N=C3S2)cc1 (configuration not stated) | 0 |
| COCCn1c(=O)[nH]c2cc(C(=O)N3CCN(c4ccccc4)CC3)ccc2c1=O | 2 |
| COc1cccc(NC(=O)CN(C)S(=O)(=O)c2ccc3c(c2)CCC(=O)N3)c1 | 1 |
| Cn1nc(-c2ccc(Cl)cc2)c2cc(C(=O)NCCCN3CCOCC3)sc21 | -9 |
| O=C(/C(=C/c1ccc(Cl)cc1)c1nc2ccccc2[nH]1)c1cccs1 | -40 |
| COC(=O)c1ccc(N2CCN(C)CC2)c(NC(=O)c2ccc(-c3ccc(Cl)cc3)o2)c1 | -5 |
| O=C(NC12CC3CC(CC(C3)C1)C2)c1cc2nc(-c3ccco3)cc(C(F)(F)F)n2n1 | 1 |
| COc1ccccc1C(=O)Nc1sc2c(c1C#N)CCC2 | -9 |
| Cc1oc(-c2cccc(Cl)c2)nc1CN1CCC(C(=O)N2CCN(c3ccccn3)CC2)CC1 | 2 |
| Cc1ccc(S(=O)(=O)CCc2nnc(NC(=O)c3ccco3)s2)cc1 | 3 |
| C#Cc1ccc([C@H]2C=C(C(=O)Nc3ccccc3)O[C@@H](OCc3ccc(CO)cc3)C2)cc1 | -68 |
| CC1Cc2cc(/C(O)=C3\C(=O)C(=O)N(Cc4cccnc4)C3c3ccccc3F)ccc2O1 (configuration not stated) | 9 |
| CCOC(=O)c1ccc(CNC(=O)Cn2nnc(-c3cccc(C)c3)n2)o1 | -1 |
| COc1cccc(CNc2cc(CSc3ccc(Cl)cc3)nc(C)n2)c1 | -35 |
| NC(=O)C1CCN(C(=O)c2ccc(-c3ccccc3)cc2)CC1 | 6 |
| O=C1OCCN1C(=O)[C@H]1[C@H](c2ccc(F)cc2)C(c2ccc(F)cc2)=NN1c1ccc(Br)cc1 | -39 |
| NC(=O)[C@@H]1CCNc2c(I)cc([N+](=O)[O-])cc2C(=O)N[C@@H](CCC(=O)O)C(=O)N[C@@H](CO)C(=O)N1 | 0 |
| CC(C)(C)OC(=O)N1CCC[C@@H]1CO | -2 |
| COc1ccc(Cn2c(=O)[nH]c3cc(C(=O)N4CCN(c5ccc(OC)cc5)CC4)ccc3c2=O)cc1 | 7 |
| COc1cccc(/C=C/C(=C2/C(=O)N(c3ccccc3)N=C2C)c2ccc(Br)cc2)c1OC | 5 |
| Cn1c(N2CCCCC2)nc2c1c(=O)n(Cc1cccc(Br)c1)c(=O)n2C | -2 |
| Clc1cccc(N2CCN(CCNc3nc4ccccc4n4cnnc34)CC2)c1 | -7 |
| CCC(=O)Nc1ccc(-c2ccc(N3CCN(C)CC3)nn2)cc1 | 1 |
| Cc1cc(NC(=O)CN2CC(C)OC(C)C2)n(-c2nc3ccccc3s2)n1 (configuration not stated) | 1 |
| Oc1cc(-c2ccc(N3CCCCC3)nc2)cc2cccnc12 | 30 |
| CCOC(=O)c1c(NC(=O)COC(=O)CCOc2ccc(OCC)cc2)sc(C(=O)N(C)C)c1C | -11 |
| Cc1cc([N+](=O)[O-])ccc1NCc1ccccc1 | -28 |
| CN1CCc2c(sc3c2C(=O)NC(c2ccc(-c4cccc(Cl)c4)o2)N3)C1 (configuration not stated) | 9 |
| Cc1cccc(NC(=O)NNC(=O)c2cc(-c3ccccc3Cl)nc3ccccc23)c1 | -43 |
| CCOC(=O)c1c(N2C(=O)C=CC2=O)sc(C)c1C | -27 |
| O=[N+]([O-])c1cc([N+](=O)[O-])c2oc(-c3ccccc3)c(Br)c2c1O | -41 |
| COc1ccc2[nH]c3nc(SCc4nnc(-c5ccc(C)cc5)o4)nnc3c2c1 | -4 |
| C#CCOCCOCCOCCNc1nc(N2CCN(C(=O)[C@H](CCC(=O)O)n3cc(C(N)CC(C)C)nn3)CC2)nc(N2CCN(C(=O)[C@H](Cc3cc4ccccc4[nH]3)n3cc(C(N)[C@H](C)CC)nn3)CC2)n1 (some centres not stated) | -3 |
| CCOC(=O)c1c(C)n(-c2ccc(C)cc2)c2ccc(OCC(O)CNCC3CCCO3)cc12 (configuration not stated) | -50 |
| C#CCOCCOCCOCCNc1nc(N2CCN(C(=O)[C@H](CCCCN)n3cc(C(N)[C@H](C)CC)nn3)CC2)nc(N2CCN(C(=O)[C@H](CCC(=O)O)n3cc(C(N)[C@H](C)CC)nn3)CC2)n1 (some centres not stated) | -4 |

Continuation:
| SMILES | HTRA1 inh |
| --- | --- |
| CCn1cc(/C=C(\NC(=O)c2ccccc2F)C(=O)N2CCOCC2)c2ccccc21 | 12 |
| COCCn1c(=O)[nH]c2cc(C(=O)Nc3cccc(C(C)=O)c3)ccc2c1=O | 1 |
| CS(=O)(=O)C1=NN2C(=N)/C(=C\c3ccc(OCCOc4ccccc4)cc3)C(=O)N=C2S1 | -5 |
| COc1ccc(-c2nnc(C3CCN(S(=O)(=O)c4ccccc4)CC3)o2)cc1 | 4 |
| COC(=O)c1[nH]c2cc(C)ccc2c1NC(=O)CN1CCc2cc(OC)c(OC)cc2C1 | -9 |
| COc1ccc(CCNC(=O)COC(=O)c2cnc(C)cn2)cc1 | 3 |
| COC(=O)c1ccc(CCc2cc(O)ccc2O)cc1 | 5 |
| Cc1c(CCC(=O)NC2CC2)c(=O)oc2c(C)c(O)ccc12 | -3 |
| Cc1ccc(-n2nc3c(N4CCC(C(=O)NCc5ccccc5C)CC4)nnc(C)c3c2C)cc1 | -8 |
| COc1cccc(-c2nnc(NC(=O)c3ccc(S(=O)(=O)N4CCOCC4)cc3)o2)c1 | 0 |
| Cc1coc2c1C(=O)C(=O)c1c-2ccc2c(C)cccc12 | 40* |
| CCOC(=O)c1c(C)[nH]c(C)c1C(=O)CN1C(=O)NC(CC(C)C)C1=O (configuration not stated) | 4 |
| O=C(NCCn1c(C(F)(F)F)nc2cc(C(F)(F)F)ccc21)[C@H]1CCCN1c1nc(CN2CCCCC2)cs1 | 4 |
| C#CCOCCOCCOCCNc1nc(N2CCN(C(=O)[C@H](CCC(=O)O)n3cc(C(N)CC(C)C)nn3)CC2)nc(N2CCN(C(=O)[C@H](Cc3cc4ccccc4[nH]3)n3cc(C(N)CC(C)C)nn3)CC2)n1 (some centres not stated) | -2 |
| CCN1C(=O)C(C(=O)c2ccccc2)SC1=S (configuration not stated) | -3 |
| O=C(c1ccco1)N1CCN(c2ncnc3c(-c4ccc(Cl)cc4)nsc23)CC1 | 4 |
| COc1cc(C(=O)N/N=C/c2ccc(OC(=O)c3ccccc3Cl)c(OC)c2)ccc1O | -32 |
| O=C(COC(=O)CCc1ccccc1)Nc1cc([N+](=O)[O-])ccc1F | -1 |
| CCOc1cccc2sc(N(CCN(C)C)C(=O)c3ccc4ccccc4c3)nc12 | -9 |
| O=C1CC(/C=C/c2ccco2)=Nc2ccccc2N1 | 43* |
| COc1cccc(CNS(=O)(=O)c2ccc3c(c2)C(C)(C)C(=O)N3C)c1 | 5 |
| COc1ccc(C(=O)/C=C/C(=O)N(Cc2ccc(F)cc2)C(C(=O)NC2CCCCC2)c2ccncc2)c(O)c1 (configuration not stated) | -58 |
| COc1ccc(C2C(C#N)=C(C)NC3=C2C(=O)CC(C)(C)C3)c(OC)c1 (configuration not stated) | -2 |
| COc1cc(/C=C2/SC(=S)NC2=O)ccc1OS(=O)(=O)c1ccc(C)cc1 | -191 |
| Cc1cccn2c(=O)c3cc(C(=O)NCc4ccco4)c(=N)n(C4CCCCC4)c3nc12 | -37 |
| COc1ccc2nc(C)cc(Nc3ccc(C(=O)O)cc3)c2c1 | -3 |
| CC(=O)C1=C(O)C(=O)N(CC(=O)O)C1c1ccccc1Cl (configuration not stated) | 7 |
| CCN(CC)C(=O)[C@H]1C[C@H](CC(=O)NCc2cccc(C(F)(F)F)c2)C(=O)N2CCc3c([nH]c4cc(-c5ccco5)ccc34)[C@]12C | -5 |
| O=c1[nH]c(=S)[nH]c(O)c1/C=C1\C=Nc2ccccc21 | 5 |
| Cn1c2ccccc2c(=O)c2cc(C#Cc3cccc(N)c3)ccc21 | -17 |
| Cc1cc(NC(=O)Nc2ccc(OCc3ccccc3)cc2)n(C)n1 | -2 |
| CCN(Cc1ccccc1)C1CCN(Cc2ccccc2)CC1 | 4 |
| COc1cc(OC)c(OC)cc1/C=C1\Oc2cc(OCC(=O)N3Cc4ccccc4C[C@H]3C(=O)O)ccc2C1=O | -16 |
| O=C(OCc1nnn(Cc2ccccc2)c1-c1c(COC(=O)c2ccccc2)nnn1Cc1ccccc1)c1ccccc1 | -30 |
| CCOc1cccc(N)c1 | 2 |
| COc1ccccc1OC(C)C(=O)N(Cc1ccco1)C1CCS(=O)(=O)C1 (configuration not stated) | 0 |
| COC(=O)C1=C(C)N(Cc2ccccc2)C(=NCCc2cccnc2)N[C@H]1c1ccc(Br)cc1 | -1 |
| CS(=O)(=O)c1nc(-c2ccccc2)cc(-c2ccccc2)c1C#N | -29 |
| C#CCOCCOCCOCCNc1nc(N2CCOCC2)nc(N2CCN(C(=O)[C@H]([C@@H](C)CC)n3cc([C@@H](N)Cc4ccc(O)cc4)nn3)CC2)n1 | -1 |
| CCCCCN(C(=O)CCC(=O)OCCOc1ccc(OC)cc1)c1c(N)n(CCCC)c(=O)[nH]c1=O | -5 |
| O=C(OCc1nc2ccccc2s1)c1ccc([N+](=O)[O-])o1 | -4 |
| Cc1cc(O)cc2c1C(c1ccc(F)cc1)CC1(CC(C)(C)NC(=S)N1)O2 (configuration not stated) | -5 |
| Cc1ccc(S(=O)(=O)c2cc3c(=O)n4cccc(C)c4nc3n(C3CCCCC3)c2=N)cc1 | 3 |
| O=C(O)Cn1c2ccccc2c2nc3ccccc3nc21 | -7 |
| CC(C)CNC(=O)C1(N2C(=O)c3ccccc3C2=O)CCCC1 | 3 |
| Clc1ccc(-c2nc(/C=N/N3CCOCC3)c3ccccn23)cc1 | 10 |
| NC(=S)N/N=C/c1ccccc1OCc1cccc(Cl)c1 | -53 |
| CCOC(=O)c1ccc2c(c1)N(CC)C(=O)c1ccccc1S2 | -10 |
| C=CCN1C(=O)/C(=C2/Sc3ccccc3N2C)SC1=Nc1c(C)n[nH]c1C | 3 |
| COc1cc(CNc2ccc(C)c(C)c2)cc(OC)c1OC | -1 |

Additional structures.
| SMILES | HTRA1 inh |
| --- | --- |
| CN1CCN(C2=CC3=CC(=C(C#N)C#N)CCC3CC2)CC1 (configuration not stated) | 24 |
| Cc1ccc(NC(=O)Nc2sc(=S)n(C)c2C)cc1 | -6 |
| Cc1n[nH]c(C)c1Sc1ccccc1N=Cc1cc(Cl)cc([N+](=O)[O-])c1O | 3 |
| Cn1c(Cn2c(=O)sc3ccccc32)nnc1SCC(=O)NC1CCCCC1 | 3 |
| COc1ccc(OC)c(Nc2nc(-c3ccc(O)c(O)c3)cs2)c1 | 64* |
| CC(C)C(=O)Nc1ccc2nn(-c3ccc(F)cc3)nc2c1 | -20 |
| COc1ccc(C2c3ccc4ccccc4c3Oc3ncn(CCO)c(=N)c32)cc1 (configuration not stated) | -56 |
| Cc1ccc(S(=O)(=O)CCc2nnc(NC(=O)c3ccccn3)s2)cc1 | -6 |
| Cc1ccc(NC(=O)CN2C(=O)N/C(=C\c3cccn3-c3cccc(C(=O)O)c3)C2=O)cc1 | -7 |
| O=C1C=C(c2ccc3ncccc3c2)C[C@@H](c2ccc(F)cc2)C1 | -35 |
